Screening results deposited in PubChem by several laboratories.
GSK3beta inhib – human GSK3beta kinase inhibitors, primary screen, biochemical, cell-free homogeneous, HTS. Glycogen synthase kinase-3 beta (Homo sapiens), P49841. GST-GSK3beta kinase, ADP-Glo luminescence, 60 min; hits give low values. activity score (negative = inhibition), % at 10 µM. 300,000 compounds, 0.038% hits;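 active = more than half of replicate wells score below -50%, meaning over 50% inhibition versus plate controls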;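 note: 0% = median DMSO wells and -100% = median GW8510 positive control wells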
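Test system: GST-tagged human GSK3beta kinase, cell-free; evaluation: activity score scaled between in-plate DMSO and GW8510 controls; measured by: ADP-Glo luminescence; incubation: 60 min reaction, RT; benchmarks: DMSO and 20 µM GW8510; reagent: peptide substrate plus 25 µM ATP (final); medium: Tris/MgCl2 kinase buffer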
KCNK9 inh – KCNK9 potassium channel inhibitors, primary screen, HEK293 cells, thallium flux | 310,000 compounds, 1.2% hits | FluxOR thallium flux fluorescence; hits give low values | AID 488922, 2010 | Potassium channel subfamily K member 9 (Homo sapiens), Q9NPC2 | B-score at 10 µM;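 active = ratio B-score over 3 SD below the library mean, with starting fluorescence within 5 SD of its mean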;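 note: negative B-score means less thallium flux so channel inhibition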
RGS4 pot – RGS4 potentiators or activators, primary screen, cell-based, HEK293 M3R inducible RGS4, calcium flux; carbachol calcium flux Fluo4; hits give low values; B-score at 10 µM; 310,000 compounds, 0.92% hits; AID 463111, 2010;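 active = B-score of the integrated calcium signal more than 4 SD below the library mean, with starting fluorescence not abnormally high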;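 note: negative B-score means reduced calcium response which marks RGS4 activation or potentiation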
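System – HEK293 FlpIn-TREx cells, stable M3R, doxycycline-inducible RGS4 · Reagent – ECmax carbachol challenge · Times – compound preincubation 20 min at room temperature before agonist · Technique – Fluo4 fluorescence kinetic imaging of calcium · Measure – B score of integrated Fluo4 ratio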
Dyrk1A ADPGlo – rat Dyrk1A kinase inhibitors, primary screen, biochemical, single point, plate reader | Dual specificity tyrosine-phosphorylation-regulated kinase 1A (Rattus norvegicus), Q63470 | ADP-Glo luminescence, NFATc1 peptide | inhibition, % at 12.5 µM | 310,000 compounds, 0.43% hits | AID 504441, 2011; in the data active = inhibition above about 50%;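 note: plate controls were vehicle with enzyme for no effect and no enzyme for full effect; many of its hits are not listed in these tables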
KCNQ1 pot – potentiators or activators of KCNQ1 channel, primary screen, cell-based, thallium flux, high-throughput. CHO-K1 KCNQ1, thallium flux FluxOR fluorescence; hits give high values. B-score at 10 µM. 310,000 compounds, 0.35% hits;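 active = fluorescence ratio B-score, a plate-corrected score, at least three library SD, with initial intensity B-score within 5 SD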
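assay system = KCNQ1-transfected CHO-K1 cells | medium = assay buffer with matched DMSO | probe or stimulus = depolarizing K+/Tl+ stimulus, K2SO4 and Tl2SO4 each 12.5 mM in 5x stock | dosing = single dose | incubation = dye 90 min, compound 20 min, room temperature | detection = kinetic FluxOR fluorescence, 10 s baseline plus 110 s post-stimulus | evaluation = ratio B score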
PolyA inh – polyadenylation inhibitors in yeast reporter cells, primary screen, luminescence, S. cerevisiae | S. cerevisiae SKY197-pL101 polyadenylation reporter, beta-gal luminescence; efflux-impaired pdr1/pdr3 knockout yeast; score 100 = 6 SD above DMSO | calls only at 12 µM | 300,000 compounds, 0.02% hits | AID 1875, 2009;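 active = lowest replicate activity score at least 50, where 100 means six control SD above control mean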;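 note: yeast exposed to compound for 9 h at 30 °C; higher score means more reporter readthrough which indicates perturbed polyadenylation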
KCNK3 inh – human KCNK3 channel inhibitors, primary screen, CHO cells, FluxOR thallium flux, B-score. B-score at 10 µM. Potassium channel subfamily K member 3 (Homo sapiens), O14649. 340,000 compounds, 0.84% hits. FluxOR fluorescence; hits give low values;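 active = B-score under library mean minus 4 SD, starting fluorescence ratio at most library mean plus 5 SD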;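 note: more negative B-score means stronger inhibition of thallium flux through KCNK3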
RGS4 block – RGS4 inhibitors, primary screen, cell-based, HEK293 M3R inducible RGS4, calcium flux | Regulator of G-protein signaling 4 (Homo sapiens), P49798 | Fluo-4 calcium flux; hits give high values; triggered by carbachol at its EC20 | B-score at 10 µM | 310,000 compounds, 0.45% hits | AID 463165, 2010;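 active = B-score, a plate-corrected calcium signal, over three deviations above library mean, with baseline fluorescence within five deviations of library mean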;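 note: RGS4 expression induced by doxycycline in cells with stable M3 receptor; B-score is computed from the integrated fluorescence ratio over baseline after carbachol; higher B-score means a larger calcium signal and so more RGS4 inhibition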
hERG protect – hERG rescue from dofetilide block, primary screen, cell-based, CHO-hERG, FluxOR thallium flux, dofetilide IC70; Voltage-gated inwardly rectifying potassium channel KCNH2 (Homo sapiens), Q12809; dofetilide IC70 present; activation (rescue from dofetilide block), less the hit threshold, % at 10 µM; 310,000 compounds, 0.51% hits;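 active = activation above the mean of controls blocked by dofetilide plus 5 SD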;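 note: thallium influx through hERG after potassium depolarization seen as dye fluorescence rise; in these data hits start at about 4.7%; inactives centre near -7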
Target sequence (Q12809 whole entry, looked up): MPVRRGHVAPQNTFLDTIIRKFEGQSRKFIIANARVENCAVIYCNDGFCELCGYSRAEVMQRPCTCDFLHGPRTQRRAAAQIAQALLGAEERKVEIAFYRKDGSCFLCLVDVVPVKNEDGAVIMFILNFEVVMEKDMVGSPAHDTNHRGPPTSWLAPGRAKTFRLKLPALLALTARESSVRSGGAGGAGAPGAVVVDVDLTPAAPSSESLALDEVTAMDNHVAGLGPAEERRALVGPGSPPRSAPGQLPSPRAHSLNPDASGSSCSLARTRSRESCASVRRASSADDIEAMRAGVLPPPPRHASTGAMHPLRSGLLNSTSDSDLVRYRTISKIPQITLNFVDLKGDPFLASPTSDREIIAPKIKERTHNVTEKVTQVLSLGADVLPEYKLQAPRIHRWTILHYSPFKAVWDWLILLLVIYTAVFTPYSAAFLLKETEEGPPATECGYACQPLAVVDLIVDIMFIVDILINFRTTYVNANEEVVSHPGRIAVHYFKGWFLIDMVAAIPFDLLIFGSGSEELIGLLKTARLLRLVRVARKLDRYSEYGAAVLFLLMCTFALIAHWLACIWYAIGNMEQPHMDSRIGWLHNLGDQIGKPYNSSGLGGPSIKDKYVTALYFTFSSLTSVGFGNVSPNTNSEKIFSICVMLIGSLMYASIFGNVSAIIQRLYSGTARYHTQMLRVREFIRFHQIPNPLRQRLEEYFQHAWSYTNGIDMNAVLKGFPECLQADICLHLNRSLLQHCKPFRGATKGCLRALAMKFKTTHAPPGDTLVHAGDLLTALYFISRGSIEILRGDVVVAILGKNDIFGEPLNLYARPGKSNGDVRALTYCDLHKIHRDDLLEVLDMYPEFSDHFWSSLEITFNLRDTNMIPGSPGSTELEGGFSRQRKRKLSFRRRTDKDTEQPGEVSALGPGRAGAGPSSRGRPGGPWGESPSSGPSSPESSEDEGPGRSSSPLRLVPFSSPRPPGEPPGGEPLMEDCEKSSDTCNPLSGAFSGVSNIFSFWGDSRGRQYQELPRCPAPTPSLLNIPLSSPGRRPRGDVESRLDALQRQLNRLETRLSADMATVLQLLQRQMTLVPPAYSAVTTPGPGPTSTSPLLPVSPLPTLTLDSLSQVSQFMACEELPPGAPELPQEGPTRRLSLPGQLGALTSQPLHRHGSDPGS
GSK3A inh – blockers of GSK3A enzyme activity – biochemical, luminescence, cell-free homogeneous, HTS, primary screen. Glycogen synthase kinase-3 alpha (Homo sapiens), P49840. GSK-3 alpha kinase, ADP-Glo luminescence, 60 min. 320,000 compounds, 0.1% hits. inhibition, % at 10 µM;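 in the data active = inhibition above about 50%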;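 note: GST-tagged GSK-3 alpha with peptide substrate and 25 µM ATP; 0% = DMSO neutral wells and 100% = GW8510 positive control wells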
KCNQ1 inh – inhibitors of human KCNQ1 channel, primary screen, cell-based, thallium flux, high-throughput; Potassium voltage-gated channel subfamily KQT member 1 (Homo sapiens), P51787; 310,000 compounds, 1.3% hits; AID 2642, 2010; CHO-K1 KCNQ1, FluxOR thallium flux fluorescence; hits give high values; B-score at 10 µM;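 active = compounds whose thallium flux B-score, printed positive for inhibition, exceeds three library SD while starting fluorescence stays within three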;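 note: channel opened by potassium depolarization with thallium stimulus after 20 min compound exposure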
* hit, by the source's call; i = inactive; / = not tested or not shown. Not all compounds are listed, so the mix of outcomes need not match the whole.

Each structure is followed by: GSK3beta inhib, KCNK9 inh, RGS4 pot, Dyrk1A ADPGlo, KCNQ1 pot, PolyA inh, KCNK3 inh, RGS4 block, hERG protect, GSK3A inh, KCNQ1 inh
COc1ccc([N+](=O)[O-])cc1NC(=O)COC(=O)c1ccccc1O
 : 2, i, i, 1, i, i, i, i, -9, 0, i
CCOC(=O)c1c(NC(=O)Cc2cccs2)sc(C(=O)N2CCCCC2)c1C
 : -2, i, i, -3, i, i, i, i, -4, -5, i
O=C(Nc1ccc(F)cc1)c1nc[nH]c1C(=O)Nc1ccccc1[N+](=O)[O-]
 : -3, i, i, -3, i, i, i, i, -10, 0, i
O=c1oc(Nc2ccccc2F)nc2ccccc12
 : 2, i, i, 2, i, i, i, i, -1, -2, i
CCN(C(=O)CCS(=O)(=O)c1cccc2nonc12)c1ccc(F)cc1
 : 0, i, i, -10, i, i, i, i, -3, 0, i
Cc1cccc(N(C)c2ncnc3onc(-c4ccc(F)cc4)c23)c1C
 : 0, i, i, -2, i, i, i, i, -7, 1, i
CC(C)n1c(Sc2nccn2C)nc2c1c(=O)n(C)c(=O)n2C
 : 0, i, i, 1, i, i, i, i, -5, -1, i
Cc1cc(N2CCCC2)ccc1/C=N/n1cnnc1
 : 0, i, i, -3, i, i, i, i, -7, -4, i
CC(C(N)=O)N1C(=O)NC2(CCCc3ccccc32)C1=O (stereo not given)
 : -1, i, i, 7, i, i, i, i, -8, 4, i
CC1CCN(CC(=O)N2CC(=O)Nc3ccccc32)CC1
 : 3, i, i, 1, i, i, i, i, -12, 2, i
COc1ccc(C)cc1NC(=O)CC(O)(C(F)(F)F)C(F)(F)F
 : 5, -9.6*, i, -8, i, i, i, i, -15, 0, i
CCCc1nc(SCc2ccc(Cl)cc2Cl)n[nH]1
 : 0, i, i, 4, i, i, i, i, -8, -3, i
Cc1ccn(CCC(=O)N2CCc3ccccc32)n1
 : -2, i, i, 3, i, i, i, i, -9, -1, i
O=C(NC1CCCC1)c1cc(-c2ccccc2Cl)on1
 : -1, i, i, -2, i, i, i, i, -6, 3, i
COc1cccc(CNC(=O)CCC2CCCN(C(=O)c3ccoc3)C2)c1 (stereo not given)
 : 1, i, i, -25, i, i, i, i, -4, /, i
Cc1cc(C)n(CC(=O)N/N=C/c2cccs2)n1
 : 0, i, i, 1, i, i, i, i, -5, 1, i
O=C(NC1CCCC1)c1ccc(CNc2c(N3CCOCC3)c(=O)c2=O)cc1
 : 4, i, i, 1, i, i, i, i, 0, -1, i
O=S(=O)(c1ccc(Br)cc1Cl)N1CCN(CCO)CC1
 : 1, i, i, 1, i, /, i, i, 0, 1, i
CCC(CC)NC(=O)Cn1c(C(C)NC(C)=O)nc2ccccc21 (stereo not given)
 : -1, i, i, -6, i, i, i, i, -2, -1, i
CCOC(=O)C1(CCOc2ccccc2)CCN(Cc2ccc(OCCO)cc2)CC1
 : -3, i, i, 4, i, i, i, i, -14, 9, i
COC(=O)c1cc2sc(Cl)cc2n1CC(=O)NCCC(C)C
 : -1, i, i, 2, i, i, i, i, -7, 0, i
Cc1ccc(C)c(NC(=O)C(CC(=O)O)Cc2ccccc2)c1 (stereo not given)
 : -2, i, i, 11, i, i, i, i, 1, 0, i
O=C(O)c1cc(CN2CCOCC2)oc1-c1ccccc1
 : 4, i, i, -4, i, i, i, i, -9, -2, i
O=C(CSc1nc2[nH]ncc2c(=O)n1-c1ccccc1)NCCc1ccccc1
 : -38, i, i, 48, i, i, i, i, -14, 54*, i
Cc1cc(-c2ccco2)c(C#N)c2nc3ccccc3n12
 : -1, /, /, 14, /, i, i, /, /, -1, /
Cc1ccc(C(=O)NNC(=O)c2ccccc2O)cc1S(=O)(=O)N1CCCCC1
 : 1, i, i, 2, i, i, i, i, -26, -2, i
Cc1ccc(-c2nc3ncccc3o2)cc1NC(=O)c1ccc([N+](=O)[O-])o1
 : -1, i, i, -2, i, i, i, i, -9, -1, i
Nc1ccn([C@H]2CC[C@@H](CO)O2)c(=O)n1
 : 3, i, i, 10, i, i, i, i, -5, 1, i
COC(=O)c1sc2nc3c(c(-c4cccs4)c2c1N)CCCC3
 : 2, i, i, -1, i, i, i, i, -6, 0, i
COC(=O)CCn1nc(-c2ccc(C)cc2)c2ccccc2c1=O
 : 2, i, i, /, i, i, i, i, -9, 0, i
CCS(=O)(=O)NC(C)C(c1cccs1)N1CCN(c2ccc(F)cc2)CC1 (stereo not given)
 : -3, i, i, 4, i, i, i, i, -4, -1, i
COc1ccc(C(=O)O)cc1S(=O)(=O)Nc1cccc(C(F)(F)F)c1
 : 6, i, i, 1, i, i, i, i, -1, -4, i
O=C(COC(=O)CSc1ccc([N+](=O)[O-])cc1)NCc1ccco1
 : 0, i, i, 14, i, i, i, i, -14, -1, i
COc1ccc(-c2csc(/C(C#N)=C/Nc3cc4oc5ccccc5c4cc3OC)n2)cc1
 : 1, i, i, 7, i, i, i, i, -14, -8, i
O=c1c2ccsc2ncn1Cc1cccc(C(F)(F)F)c1
 : 3, i, i, 1, i, i, i, i, -3, -2, i
CCCCC(CC(O)COCCC)c1n[nH]c(=S)n1-c1ccccc1 (stereo not given)
 : -2, i, i, -4, i, i, i, i, -1, 0, i
COc1cc(C(=O)N/N=C/c2sc(=O)n(-c3ccccc3)c2Cl)cc(OC)c1OC
 : 1, i, i, -6, i, /, i, i, -12, -5, i
COC(=O)c1ccc(COc2nc(C)cc(C)c2C#N)o1
 : -2, i, i, 0, i, i, i, i, -11, 8, i
Cc1nc(C)c(C(=O)N(c2ccc(C)c(C)c2)C(C(=O)NCc2ccco2)c2ccccc2)s1 (stereo not given)
 : 1, i, i, /, i, i, i, i, -9, 3, i
COc1ccccc1/C=N/N(C(C)=O)c1nc(-c2ccc(F)cc2)cs1
 : -3, i, i, 4, i, i, i, i, -12, 0, i
CS(=O)(=O)Nc1ccc(C2=NN(S(=O)(=O)c3ccccc3)C(c3cccs3)C2)cc1 (stereo not given)
 : 1, -8.1*, i, -1, i, i, i, i, -7, 0, i
Cn1ccsc1=NC(=O)c1ccc(=O)[nH]c1
 : -1, i, i, 5, i, i, i, i, -11, 7, i
CC1CCN(c2ccc(C(=O)OCC(=O)NCCN3C(=O)CSC3=O)cc2[N+](=O)[O-])CC1
 : 3, i, i, -4, i, i, i, i, -3, -3, i
COc1cccc(C2=CC(=O)CCC2)c1
 : 2, i, i, 8, i, i, i, i, -12, -2, i
COc1ccccc1CCC(=O)Nc1ncc(C)s1
 : 0, i, i, 0, i, i, i, i, -2, -2, i
Cc1ccccc1CNC(=O)CCc1ccccc1
 : 2, i, i, -6, i, i, i, i, -10, -1, i
O=C1CCCN1S(=O)(=O)c1ccc(F)cc1
 : -5, i, i, -10, i, i, i, i, -4, 1, i
S=C(NCc1ccc2c(c1)OCO2)NC1CCN(Cc2ccccc2)CC1
 : -2, i, i, 4, i, i, i, i, -7, -4, i
O=C(CSc1nnc(-c2cccnc2)o1)OC1CCCCC1
 : -1, i, i, 3, i, i, i, i, -7, 0, i
